# All columns: NCI-60 one-dose screen, growth in % after 48 h at 10 µM unless noted; 100 = growth as untreated, 0 = no growth, -100 = all killed.
# UACC-62: UACC-62 melanoma | 81,000 compounds, 5.4% hits | AID 1794756
# UACC-257: UACC-257 melanoma; 78,000 compounds, 4.4% hits
# HOP-62: HOP-62 NSCLC; 80,000 compounds, 3.9% hits; AID 1794735
# EKVX: EKVX NSCLC | AID 1794765 | 71,000 compounds, 3% hits
# MALME-3M: MALME-3M melanoma | 78,000 compounds, 5.8% hits
# M14: M14 melanoma | 80,000 compounds, 6.2% hits
# A549/ATCC: A549/ATCC NSCLC; 81,000 compounds, 3.7% hits; AID 1794740
# HOP-92: HOP-92 NSCLC cells | 71,000 compounds, 6.3% hits | AID 1794738
# * = called active by the depositor; x = not tested or not shown; & = joins results of further samples; [ ] = another dose, or the depositor's remark. How the source made its calls: active means growth percent below 10; inactive means the rest.
SMILES,UACC-62,UACC-257,HOP-62,EKVX,MALME-3M,M14,A549/ATCC,HOP-92
O=c1nc2s/c(=C\C=C\c3ccccc3)c(=O)n2c2nc(-c3ccccc3)c(-c3ccccc3)nc12,91,100,96,96,92,96,103,85
CCc1c(C)c2cc3c(c(C)c2oc1=O)OCC(c1ccc(Br)cc1)=N3,96,80,97,107,96,103,98,107
CCOC(=O)c1csc(NC(=O)C(C)Sc2nc3sc4c(c3c(=O)n2-c2ccc(Cl)cc2)CCCC4)n1 (stereo not drawn),72,90,96,64,96,102,81,38
CC(C)c1ccc(Cn2c(-c3cscn3)nc3c(Cl)cccc32)cc1,79,88,104,92,96,85,79,81
CCCCCCC1(/C=N/NC(N)=S)NC(=O)NC1=O (stereo not drawn),99,x,78,97,91,94,90,101
COc1ccc(/C=C2/N=C3N(N=C(c4cccs4)N3c3ccccc3)C2=O)cc1,92,113,92,91,99,101,93,99
COc1cc(C=Nc2oc(-c3ccccc3)c(-c3ccccc3)c2C#N)cc(CN2CCCC2)c1O,87,107,94,92,117,100,94,86
COc1ccc(-n2c(Cn3nc(C)cc3C)nnc2SCC(=O)Nc2ccc(S(N)(=O)=O)cc2)cc1,98,105,99,103,101,108,101,x
O=C(O)CCCCOc1ccc([N+](=O)[O-])cc1Cl,104,104,110,x,96,106,96,95
CN(C)c1ccc(/C=N/NC(=O)CSc2nc3ccccc3c(=O)n2CCc2ccc(S(N)(=O)=O)cc2)cc1,78,105,83,101,87,94,90,x
CCOC(=O)CC(=O)CSC1=NC2C(NN1)N(C)C(=O)N2C (stereo not drawn),89,x,107,56,62,81,102,89
O=C(O)C1Oc2ccccc2C1c1ccccc1 (stereo not drawn),95,105,120,100,101,104,103,107
CCSc1nc(-c2cccs2)n2nc(-c3ccco3)cc2n1,85,103,101,81,107,109,x,71
COc1cc(O)c2c(c1N)C(=O)c1ccccc1C2=O,69,128,99,81,113,110,104,x
CCOc1ccc(S(=O)(=O)N2CCCCC2)cc1,101,99,101,106,109,112,92,107
NS(=O)(=O)c1ccc(Nc2nc(-c3ccncc3)cs2)cc1,100,116,114,110,167,122,109,91
NC1=CC(=O)c2cccnc2C1=O,-90*,-48*,15,-21*,-81*,-89*,27,-31*
COc1cc(-c2nc(SCC(=O)Nc3ccc(C(C)=O)cc3)[nH]c(=O)c2C#N)cc(OC)c1OC,36,54,21,34,70,5.2*,20,10
OCCNc1nc(O)c(/C=C2\C=Nc3ccccc32)s1,81,100,77,85,86,90,97,x
Cc1ccc(C)c2c1sc1nc(N3CCCC3)c(C#N)c(=N)n12,100,x,106,x,120,108,108,97
CCOC(=O)c1c(O)cc(-c2cc(OC)c(OC)c(OC)c2)cc1-c1sc(N(C)Cc2ccccc2)nc1Cl,70,104,86,95,98,109,102,57
Cc1ccc(S(=O)(=O)c2nc(-c3ccccc3)oc2SCC(=O)Nc2ccc(F)cc2)cc1,78,70,61,88,88,79,70,21
N#Cc1cncc(-c2ccc3ncnc(Nc4cccc(Cl)c4)c3c2)c1,82,73,62,41,77,84,62,19
Nc1cc2ccccc2c(=O)n1NC(=O)c1ccc(F)cc1,101,97,93,98,98,106,96,103
c1cc2c3c(cccc3c1)-c1nc3nccnc3nc1-2,77,108,85,52,117,103,84,x

# Compounds above with fluorine, in the order listed:
SMILES,UACC-62,UACC-257,HOP-62,EKVX,MALME-3M,M14,A549/ATCC,HOP-92
Cc1ccc(S(=O)(=O)c2nc(-c3ccccc3)oc2SCC(=O)Nc2ccc(F)cc2)cc1,78,70,61,88,88,79,70,21
Nc1cc2ccccc2c(=O)n1NC(=O)c1ccc(F)cc1,101,97,93,98,98,106,96,103

# Later entries
SMILES,UACC-62,UACC-257,HOP-62,EKVX,MALME-3M,M14,A549/ATCC,HOP-92
O=C(O)CC(O)C(O)C(O)CO (stereo not drawn),x,102,91,109,99,91,85,93
Cc1ccc(-c2csc(NC(=O)COCc3c(-c4ccccc4)no[n+]3[O-])n2)cc1,98,100,107,x,102,103,100,95
O=C(O)c1ccc(-n2cc(/C=N/Nc3ccc(F)cc3)c(-c3ccc(F)c(F)c3)n2)cc1,25,88,80,67,58,51,59,104
CC(C)(C)OC(=O)NCc1ccc(CNc2c([N+](=O)[O-])cnc3ccc(Br)cc23)cc1,50,48,65,47,92,61,64,11
Cc1ccc(N2CCN(CCCN3CCN(c4ccccc4Cl)CC3)CC2)cc1,74,89,75,67,100,92,96,55
COC(=O)CNC(=O)c1ccc(NC(=O)c2[nH]c(C)c(Cl)c2Cl)c(O[C@H]2CCNC2)c1,99,103,96,102,109,107,105,99
CC(=O)c1ccccc1Nc1ccnc2cc(Cl)ccc12,110,104,104,x,107,109,88,96
CC(C)CN(CC(C)C)c1nn[nH]n1,104,105,114,102,88,115,106,94
NS(=O)(=O)c1ccc(Nc2nc(N/N=C/c3ccc([N+](=O)[O-])cc3)nc(Nc3ccccc3)n2)cc1,45,83,9.5*,84,37,13,97,49
COc1cc(-c2nc3sc(-c4ccccc4)cn3n2)cc(OC)c1OC,68,89,84,36,105,75,76,49
CSc1c2c([nH]c(=O)c1C#N)-c1ccccc1CC2,101,86[100 µM],103,108[100 µM],116,100,97,96
CCCCOC(=O)C(=O)OCCCC,106,104,105,x,104,106,101,x
Nc1nc(-c2cc3c(cc2Cl)NC(=O)/C3=C/c2ccccc2)cs1,43,80,79,35,97,61,62,81
Cc1ccc(-c2nc(-c3c[nH]c4ncccc34)cs2)cc1,91[100 µM],117[100 µM],104[100 µM],65[100 µM],92[100 µM],98[100 µM],126[100 µM],93[100 µM]
O=C(COc1ccc(/C=C2/C(=O)Nc3ccc(Cl)cc32)cc1)Nc1cccc(Cl)c1,87,102,87,92,81,94,98,87
Nc1ccc2cc(S(=O)(=O)O)ccc2c1,93&86,111&110,87&100,100&94,104&103,99,107&103,91&92
CC(C)N(C(=O)CSc1nc2c([nH]1)c(=O)n(C)c(=O)n2C)c1ccccc1,108,103,85,111,99,102,71,55
O=c1n(Cc2nc(-c3ccc(F)cc3)n[nH]2)cnn1-c1ccccc1,94,79,78,102,110,96,74,79
CCCCCc1ccc(S(=O)(=O)Nc2ccc3nc(NC(C)=O)oc3c2)cc1,58,75,90,63,82,92,86,58
Cn1c(=O)c2[nH]c(CCCc3nc4ccccc4[nH]3)nc2n(C)c1=O,98,107,109,94,x,122,96,78
CC(=C(c1ccc(OCCN2CCCCC2)cc1)c1ccc(OCCN2CCCCC2)cc1)c1ccc(Cl)cc1,-77*,-82*,-82*,-86*,-84*,-82*,-82*,-83*
CCCCCc1ccc(S(=O)(=O)Nc2cc(-c3csc(N(C)C(C)=O)n3)ccc2N2CCN(C)CC2)cc1,-62*,-22*,54,65,-57*,28,58,-13*
N#Cc1c(-c2ccccc2)cc(-c2ccccc2)n(Cc2ccc(C(=O)O)cc2)c1=O,90,93,102,93,96,92,93,102
COc1ccc(/C=C(\c2cc(OC)c(OC)c(OC)c2)c2nnc(-c3ccccc3)o2)cc1,70,95,91,66,85,94,87,62
COc1cccc(-c2ccc3c(c2)NC(=O)/C3=C\c2ccc[nH]2)c1,44,77,63,26,52,39,57,93

# (continued)
SMILES,UACC-62,UACC-257,HOP-62,EKVX,MALME-3M,M14,A549/ATCC,HOP-92
COc1cc2oc(-c3cccc(C(=O)Nc4cccc([N+](=O)[O-])c4)c3)cc(=O)c2c(OC)c1OC,18,32,-13*,42,11,58,23,6.7*
N#CC(C#N)=C1NCCO1,91,97,x,98,x,94,95,88
O=C(Nc1ccc(Cl)cc1)Nc1ccccc1CNc1nc(Nc2ccc(OCCN3CCCC3)cc2)ncc1Cl,99,x,82,34,-81*,-76*,x,73
CC(C)CNc1nc(NCC(C)C)[nH]c(=O)n1,103,102,104,x,95,101,106,x
COC(=N)c1ncc(-c2ccc(C(F)(F)F)cc2)c(N[C@@H]2C[C@H]3CC[C@@H]2C3)n1,110,103,105,x,97,93,80,x
CCOc1ccccc1NC(=O)c1cc2ccccc2cc1O,21,54,98,75,50,65,37,5.8*
COc1cc(C2C=C(c3cccc(NC(C)=O)c3)Nc3ncnn32)cc(OC)c1OC (stereo not drawn),23,71,63,37,26,20,45,69
CCCCC[C@H](O)C/C=C1/C(=O)C=C[C@@H]1C/C=C\CCCC(=O)O,61,86,84,100,116,70,81,97
C[C@H]1[C@H]2C3=CC[C@@H]4[C@@]5(C)CC[C@H](NCO)C(C)(C)[C@@H]5CC[C@@]4(C)[C@]3(C)CC[C@@]2(CO)CC[C@@H]1C,110,108,105,101,104,110,93,96
NC(=O)NC(=O)NC(=O)c1ccccc1,96,92,85,98,90,89,97,x
Cn1cc(-c2noc(-c3cn(C)c4ncc(F)cc34)n2)c2cc(F)ccc21,91,95,84,82,56,85,69,85
O=c1[nH]c2c(s1)CCCC2CN1CCCCC1 (stereo not drawn),113,92,84,105,107,91,80,104
CCCCC(O)(CC(=O)O)c1ccccc1 (stereo not drawn),98,88,99,100,93,101,88,105
Cc1ccc2c(c1)C(=O)/C(=C/c1ccc(OCC(=O)c3ccccc3)cc1)O2,64,90,88,90,114,96,82,67
S=C(c1cccs1)N1CCN(c2ccccc2)CC1,89,112,117,110,93,107,97,x
C=C(C)[C@@H]1CC[C@]2(C(=O)N3CCCNCC3)CC[C@]3(C)[C@H](CC[C@@H]4[C@@]5(C)CCC(=O)C(C)(C)[C@@H]5CC[C@]43C)[C@@H]12,99,98,93,98,99,100,86,48
C(=Nc1ccc2c(c1)Cc1ccccc1-2)c1ccnc2ccccc12,93,68,103,92,111,84,89,87
COc1ccc(-c2cc(C(F)F)c3c(N)c(C(=O)c4ccc5c(c4)OCO5)sc3n2)cc1,72,75,54,x,50,84,51,85
CCOC(=O)c1ccc(O)c(O)c1,100,88,104,84,116,97,92,96
O=[N+]([O-])c1cc2c(c([N+](=O)[O-])c1)Nc1ccccc1O2,40,48,122,58,x,76,60,x
CCOc1ccc(/C=N\N=C\c2ccc(OCC)cc2)cc1,80,99,93,103,115,85,94,84
CCN(CC)CCCC(C)Nc1ccnc2c1ccc1c(NC(C)CCCN(CC)CC)ccnc12 (stereo not drawn),x,102,91,91,104,92,97,x
Clc1ccc(N=c2oc3ccccc3cc2-c2cc3ccccc3[nH]2)cc1,88,96,92,94,95,96,97,x
C[C@](N)(Cc1ccc(O)c(O)c1)C(=O)O,100,97,105,108,88,86,90,x
O=C(CN1CCCCCC1)Nc1nc2ccc([N+](=O)[O-])cc2s1,98,104,103,105,104,107,101,91

# One compound at a time, as listed above. Screens in order: UACC-62, UACC-257, HOP-62, EKVX, MALME-3M, M14, A549/ATCC, HOP-92
# `O=c1[nH]c2c(s1)CCCC2CN1CCCCC1` (stereo not drawn) is entered as 113, 92, 84, 105, 107, 91, 80, 104
# `Clc1ccc(N=c2oc3ccccc3cc2-c2cc3ccccc3[nH]2)cc1` is entered as 88, 96, 92, 94, 95, 96, 97, x
# `CCN(CC)CCCC(C)Nc1ccnc2c1ccc1c(NC(C)CCCN(CC)CC)ccnc12` (stereo not drawn) is entered as x, 102, 91, 91, 104, 92, 97, x
# `CC(C)CNc1nc(NCC(C)C)[nH]c(=O)n1` is entered as 103, 102, 104, x, 95, 101, 106, x
# `C[C@H]1[C@H]2C3=CC[C@@H]4[C@@]5(C)CC[C@H](NCO)C(C)(C)[C@@H]5CC[C@@]4(C)[C@]3(C)CC[C@@]2(CO)CC[C@@H]1C` is entered as 110, 108, 105, 101, 104, 110, 93, 96

# Later entries.
SMILES,UACC-62,UACC-257,HOP-62,EKVX,MALME-3M,M14,A549/ATCC,HOP-92
CCOc1ccc(/C=C/C(=O)c2cccc(OCCCCOc3cccc(C(=O)/C=C/c4ccc(OCC)cc4)c3)c2)cc1,69,98,95,83,103,105,98,70
Cc1cc2c(c(C)c1Cl)C(=O)/C(=C/c1ccc(F)cc1)O2,84,105,78,75,85,91,99,91
COc1ccc2cc(C(C)NC(=O)Nc3ccc(S(=O)(=O)NC(C)=O)cc3)ccc2c1 (stereo not drawn),106,x,100,98,97,87,56,92
CC1Cc2c(NCc3ccccc3)ncnc2N2CCc3cccc1c32 (stereo not drawn),73,93,83,89,101,94,83,88
O=C1/C(=C/c2ccc(F)cc2)CN(C(=O)CCN2CCC(=NO)CC2)C/C1=C\c1ccc(F)cc1,-67*,-19*,-38*,-21*,-22*,-11*,28,-5.4*
O=C(O)c1ccc2c(c1Sc1ccccc1)C(=O)c1ccccc1C2=O,88,96,92,36,83,107,97,77
CC1=C(C)CC(C(=O)c2ccc(Cl)cc2)C(C(=O)c2ccc(Cl)cc2)C1 (stereo not drawn),86,83,83,91,105,84,85,82
CCOC(=O)C(O)c1ccc(OCc2ccccc2)cc1 (stereo not drawn),100,87,87,94,101,93,89,105
Nc1ccccc1NS(=O)(=O)c1ccc(Cl)cc1,91,98,106,98,87,97,107,79
C=C(C)[C@@H]1CC[C@]2(C(=O)O)CC[C@]3(C)[C@H](CC[C@@H]4[C@@]5(C)CC[C@H](OC(=O)c6cccnc6)C(C)(C)[C@@H]5CC[C@]43C)[C@@H]12,57,104,93,95,83,92,75,86
COC(=O)[C@@H]1CCCN1C(=O)COc1cc(O)c2c(=O)cc(-c3ccccc3)oc2c1,80,92,107,95,85,82,101,111
COc1cc(C2NN=C3c4ccccc4CCC32)cc(OC)c1OC (stereo not drawn),70,-36*,82,73,49,x,42,62
COc1ccc(CCN2C(=O)CCC3=C2CCC3=O)cc1OC,101,x,95,x,101,100,100,71
O=C(CCl)Oc1ccc(OC(=O)CCl)cc1,85,89,x,90,88,86,96,x
CCN1/C(=C\c2cc[n+](CC)c3ccccc23)C=Cc2ccccc21,-21*,-1.1*,19,16,1.5*,10,19,-22*
COc1ccc(C(=O)Nc2ccccc2)cc1N,98,105,97,97,105,104,99,104
CCC(=O)c1cc(C(=O)OC)c2ccc3c4ccccc4ccc3n12,90,100,65,84,72,105,68,89
CSc1nc(=S)cc(C(=O)O)[nH]1,91,83,92,106,101,102,80,92
Cc1ccc(-c2nc3ccccc3c(=O)o2)cc1,112,x,104,x,105,102,x,113

# Screening data (PubChem)
